Screening results from PubChem.
TAAR1 antag: antagonists of human TAAR1; CHO RD-HGA16 TAAR1, Fluo-8 calcium fluorescence, antagonist; inhibition, % at 3 µM; 1.5% of 360,000 active; AID 624466;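 active = inhibition above a per-plate cutoff, the mean inhibition of test compounds on that plate plus 3 SD, cut at about 49% in these data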;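 also: 0% = DMSO plus EC80 beta-PEA response and 100% = DMSO alone without agonist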
Target sequence (Q96RJ0 whole entry, looked up): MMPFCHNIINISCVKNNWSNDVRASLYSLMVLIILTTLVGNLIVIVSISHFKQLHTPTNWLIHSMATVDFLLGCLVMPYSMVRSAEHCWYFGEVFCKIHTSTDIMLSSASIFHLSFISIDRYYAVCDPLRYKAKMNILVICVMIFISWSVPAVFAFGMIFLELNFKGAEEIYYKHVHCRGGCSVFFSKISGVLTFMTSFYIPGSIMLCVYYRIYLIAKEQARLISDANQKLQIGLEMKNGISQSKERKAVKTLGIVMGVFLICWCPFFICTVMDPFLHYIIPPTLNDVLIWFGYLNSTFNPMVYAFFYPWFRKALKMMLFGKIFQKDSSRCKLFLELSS
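Material: RD-HGA16 CHO cells with stable hTAAR1 and Gα16; Dosing: single nominal final test compound concentration of 3 µM; Schedule: seeding 17-24 h prior, 75-min 37 °C, 30-min RT dye loading; Detection: kinetic Fluo-8 calcium fluorescence measurement; Measure: % inhibition from peak post-agonist over basal fluorescence ratio; Benchmarks: vehicle and agonist controls.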
CRFR2-BP antag: blocks CRF-induced signaling of the CRF-BP/CRF-R2 complex; HEK293 CRF-R2/CRF-BP, CRF-induced calcium fluorescence; inhibition, % at 11.8 µM; 0.59% of 350,000 active; AID 588475;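 active = inhibition of the ligand-induced calcium signal above about 50% at the single tested concentration, limit read from the data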
CHRM5 PAM: positive allosteric modulators of human muscarinic M5 receptor; P08912; CHO-K1 hM5, Fluo-8 calcium, ACh EC20 PAM; 0% = ACh EC20, 100% = ACh EC100; activation, % at 3 µM; 0.3% of 360,000 active;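 active = activation above the run cutoff, the mean activation of all test compounds plus 3 SD, cut at about 18% in these data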
Target sequence (P08912 whole entry, looked up): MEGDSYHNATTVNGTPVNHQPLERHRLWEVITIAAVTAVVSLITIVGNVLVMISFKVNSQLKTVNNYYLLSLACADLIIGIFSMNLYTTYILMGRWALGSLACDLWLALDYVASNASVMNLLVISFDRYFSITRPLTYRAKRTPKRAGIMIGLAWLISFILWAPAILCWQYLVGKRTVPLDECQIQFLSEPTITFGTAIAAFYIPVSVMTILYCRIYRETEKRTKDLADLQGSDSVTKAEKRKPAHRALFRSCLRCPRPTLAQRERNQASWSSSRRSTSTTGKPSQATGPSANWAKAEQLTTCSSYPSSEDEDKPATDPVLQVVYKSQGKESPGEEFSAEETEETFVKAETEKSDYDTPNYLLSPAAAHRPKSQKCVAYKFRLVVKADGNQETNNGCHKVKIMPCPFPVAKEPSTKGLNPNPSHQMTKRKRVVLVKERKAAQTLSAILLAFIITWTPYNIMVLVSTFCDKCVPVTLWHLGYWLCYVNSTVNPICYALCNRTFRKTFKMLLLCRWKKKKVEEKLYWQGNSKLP
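System – CHO-K1 hM5 cells · Compound – 3 µM, single dose · Incubation – compound preincubation 140 s before EC20 acetylcholine addition · Technique – Fluo-8 calcium fluorescence · Measure – Max/basal fluorescence ratio as % of EC20–EC100 ACh window · Benchmarks – low control EC20 acetylcholine (0%), high control EC100 acetylcholine (100%) · Replication – singlicate, one well per test compound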
M1 PAM parental: nonselective activator or artifact in parental CHO-K1 calcium assay. activation, % at 3 µM. ATP EC20, Fluo-8 calcium fluorescence; 0% at ATP EC20, 100% at ATP max. AID 602247. 0.02% of 360,000 active;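 active = activation above the run cutoff, the mean activation of all test compounds plus 3 SD, cut at about 40% in these data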;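 also: peak over basal fluorescence ratio in a 140 s read after ATP addition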
CHRM5 antagonist: CHRM5 antagonism in calcium assay. P08912. CHO-hM5 cells, Fluo-8 calcium fluorescence, ACh EC80. inhibition, % at 3 µM. 0.59% of 360,000 active. AID 624040;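 active = inhibition above a per-plate cutoff, the mean of that plate's test compounds plus 3 SD, cut at about 27% in these data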;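 also: 0% = acetylcholine EC80 with DMSO and 100% = DMSO without agonist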
M4 PAM: potentiates acetylcholine response at human M4 receptor | CHO-K1 hM4/Gqi5, Fluo-8 calcium fluorescence, ACh EC20; 0% = ACh EC20, 100% = maximal ACh | activation, % at 3 µM | 0.4% of 360,000 active;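 active = activation above its plate's cutoff, the mean activation of sample wells plus 3 SD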; also: some results filed as inactive read as strong as hits
TAAR1 agonist: agonists of human TAAR1. activation, % at 3 µM. CHO RD-HGA16 TAAR1, Fluo-8 calcium fluorescence; vehicle wells 0%, saturating PEA agonist 100%. Q96RJ0. 0.99% of 360,000 active;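 active = activation above the mean activation of all test compounds in the run plus 3 SD, cut at about 38% in these data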
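Test system: RD-HGA16 (CHO) cells co-expressing Gα16 and hTAAR1; dosing: one-point dosing at 3 µM (nominal); timing: 17-24 h seeding, 75 min 37 °C dye, 30 min RT; signal: kinetic Fluo-8 calcium fluorescence; read-out basis: % activation relative to PEA EC100 response; controls: DMSO and PEA EC100; replicates: n 1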
M5 ag: agonists of human muscarinic M5 receptor (CHRM5) | P08912 | 0.19% of 360,000 active | activation, % at 3 µM | AID 624037 | CHO-K1 hM5 cells, Fluo-8 calcium fluorescence; 0% DMSO wells, 100% maximal acetylcholine response;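 active = activation above the run's mean over test compounds plus 3 SD, cut at about 23% in these data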;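 also: signal is peak over basal fluorescence ratio across the kinetic read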
CRFBP-R2 agonist: agonists of human CRF-binding protein/CRF-R2 receptor complex | activation, % at 13.2 µM | HEK293 CRF-R2/CRF-BP, calcium dye fluorescence (FLIPR); percent of saturating CRF peptide response | 0.46% of 350,000 active;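 active = activation of at least 50%, plus an integration ratio under a set limit after plate pattern correction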;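 also: plate controls were neutral control wells without compound for no effect and CRF at EC100 for full effect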
Starred values were filed as active, the others as inactive; . = no result given.

SMILES,TAAR1 antag,CRFR2-BP antag,CHRM5 PAM,M1 PAM parental,CHRM5 antagonist,M4 PAM,TAAR1 agonist,M5 ag,CRFBP-R2 agonist
O=C(CSc1nnnn1C1CCCCC1)NCc1ccc2c(c1)OCO2,1,-12,-10,-10,9,5,0,-1,-0.7
CN(C)CCN(C(=O)c1cc(Cl)sc1Cl)c1nc2ccc(F)cc2s1,5,-28,-2,9,-3,-9,5,-3,-1.2
Cc1ccc(NC(=O)CSc2n[nH]c(-c3ccncc3)n2)cc1C,-13,-20,9,18,-13,22,11,1,3.8
O=C(O)CC(=O)Nc1ccc(Oc2ccc(C(F)(F)F)cn2)c(Cl)c1,-7,3,8,0,-13,14,0,-1,-2.5
CC(C)n1c(NCc2c[nH]c3ccccc23)nc2ccccc21,-6,-21,-4,-1,5,-7,8,1,-1.6
O=C(NCCO)C(=O)NCC(c1ccc2c(c1)OCO2)N1CCN(c2ccc(F)cc2)CC1 (stereo not drawn),-25,-8,6,18,-1,2,2,1,-0.7
COc1ccc(C(=O)Nc2ccccc2)cc1S(=O)(=O)Nc1cc(C)on1,10,2,-2,18,-5,5,0,-7,-2.2
Cc1cccc(C(=O)NNC(=O)CCn2nnc3ccccc32)c1,4,0,-7,0,11,4,2,-3,1.2
CCN(CC)CCNC(=O)C(Cl)=C1C(Cl)=C(Cl)C(Cl)=C1Cl,8,-1,-14,12,14,-5,2,-13,-1.3
C=CCNc1oc(-c2cccs2)nc1S(=O)(=O)c1ccccc1,-14,4,3,18,1,-4,-1,1,-3.1
CCC1(CC)NC(=O)N(Cc2nc3ccccc3s2)C1=O,-14,-3,13,-11,-9,-1,3,1,-1.9
COc1ccc(NC(=O)NCCCCc2ccccc2)cc1OC,-18,4,-5,4,10,2,6,0,-0.3
Nc1ccc(S(=O)(=O)Nc2ccc(S(N)(=O)=O)cc2)cc1,-2,5,0,1,-2,14,2,2,0.3
COc1cc(NC(=S)N(C)CCC#N)c(OC)cc1Cl,-26,0,1,-8,-1,-1,3,0,0.7
O=C(CNC(=O)[C@@H]1Cc2ccccc2CN1)NCc1ccco1,-22,10,-3,-13,17,-8,11,-1,-0.5

New compounds follow.
SMILES,TAAR1 antag,CRFR2-BP antag,CHRM5 PAM,M1 PAM parental,CHRM5 antagonist,M4 PAM,TAAR1 agonist,M5 ag,CRFBP-R2 agonist
O=C(COC(=O)c1ccc(F)cc1)NCC1CCCCC1,0,-3,4,0,-1,4,3,2,0.6
Cc1nc(SCC(=O)Nc2cc(S(=O)(=O)N3CCOCC3)ccc2Cl)nc(C)c1C,-21,17,-11,-20,-1,-2,16,-10,-3.5
O=C(NCCN1C(=O)S/C(=C\c2cccnc2)C1=O)c1cc(S(=O)(=O)N2CCOCC2)ccc1F,-7,10,-1,10,13,-9,7,0,-0.6
COC(=O)c1ccc(NC(=O)CN2CCN(c3cccc(Cl)c3)CC2)cc1,11,-7,0,10,-4,-5,7,0,1.8
CCc1ccc(-c2nn(Cc3ccccc3)cc2/C=C/C(=O)O)cc1,17,4,8,5,-2,16,5,-5,-1.2
Cc1ccc(C(=O)NCN2CCN(c3ccccc3)CC2)cc1,-21,1,3,-9,1,7,2,-1,-0.7
COc1ccccc1N1CCN(C2CCCN(C(=O)c3cc(C(C)C)on3)C2)CC1 (stereo not drawn),-17,-7,2,7,-13,8,-1,-1,1.5
COc1ccc(/C=C2/CSC/C(=C/c3ccc(OC)c(OC)c3)C2=O)cc1OC,-6,4,-17,-20,-5,-7,2,7,-1.8
Cc1cc(S(=O)(=O)N(Cc2ccc3c(c2)OCO3)CC2CCCO2)ccc1-n1cnnn1 (stereo not drawn),7,5,-12,11,11,-16,9,-4,1.4
C/C(=N\Nc1ccccn1)c1ccc(S(=O)(=O)NCc2ccco2)cc1,20,-1,-13,-8,22,2,3,-4,-1.3
O=C(Cc1ccc(Cl)cc1)NCCc1cnc[nH]1,-6,1,-1,9,3,3,3,0,-1.2
O=C(NC(=S)Nc1ccccc1O)c1cccnc1,-9,2,-5,1,-3,-4,8,5,4.3
CC(=O)c1c(C)[nH]c(C(=O)OCC(=O)NCc2ccc(Cl)cc2)c1C,6,10,-16,-6,2,8,19,5,-0.7
CC(CNC(=O)c1ccco1)NC(=O)c1ccco1 (stereo not drawn),-33,-2,4,13,7,-1,1,-1,-1.6
Cc1nc(NC(=O)c2ccc(Cl)cc2)sc1Cc1ccc2c(c1)OCO2,3,-86,4,10,-10,0,6,2,0.5

Going on with the list:
SMILES,TAAR1 antag,CRFR2-BP antag,CHRM5 PAM,M1 PAM parental,CHRM5 antagonist,M4 PAM,TAAR1 agonist,M5 ag,CRFBP-R2 agonist
COC(=O)c1ccc(CNC(=O)c2ccc(S(=O)(=O)N(C)c3ccccc3OC)cc2)cc1,57*,-1,-20,-11,4,-11,21,3,-0.4
CCOC(=O)CSc1ncc(-c2ccccc2)nn1,7,2,0,7,-1,7,6,0,0.7
CN(C(=O)CN1C(=O)NC(c2ccccc2)(c2ccccc2)C1=O)C1CCS(=O)(=O)C1 (stereo not drawn),4,-1,8,25,0,18,-1,1,1.6
Cc1ccc(NC(=O)c2nc[nH]c2C(=O)NCCCNC(=O)c2[nH]cnc2C(=O)Nc2ccc(C)cc2)cc1,.,4,-3,15,13,-1,.,0,-0.2
Cc1nc(SCC(=O)c2ccc(F)cc2)c([N+](=O)[O-])[nH]1,-7,-34,3,18,-4,5,12,3,-1.1
CCOc1ccc(CN2CCN(C(=O)c3ccco3)CC2)cc1,0,3,7,-2,0,-3,3,-6,0.8
Cc1ccccc1NC(=O)CN1C(=O)NC(C)(CCc2ccccc2)C1=O (stereo not drawn),-4,-6,-1,-10,-4,-2,6,0,0.0
Cc1ccc(-c2nnc(N3CCN(C(=O)CN4C(=O)c5ccccc5C4=O)CC3)c3ccccc23)cc1,-7,16,1,9,2,3,10,2,-0.4
COc1ccc(N2CC(O)=C(c3nc(-c4ccc(F)cc4)cs3)C2=N)cc1,14,3,0,17,-2,6,-1,-1,1.2
O=c1[nH]c(N/N=C\c2ccc(F)cc2)nc2ccccc12,-6,-15,3,20,2,6,5,-1,-1.1
Cc1ccsc1/C=N/NC(=O)c1ccc(-n2cccc2)cc1,12,14,-8,-13,14,0,0,-2,0.0
CC(=O)c1c(C)[nH]c(C(=O)Nc2cc(C)cc(C)c2)c1C,.,0,-8,6,2,-6,.,2,-0.7
O=C(CSc1nnc(CNC(=O)c2ccccc2F)o1)NCc1ccccc1,3,0,2,20,-1,1,5,-3,0.8
C=CCn1c(C)cc(C(=O)COC(=O)c2ccc3c(c2)NC(=O)CS3)c1C,40,-4,-10,8,7,-12,17,4,-0.3
COc1ccc(CCNC(=O)c2cc3c(=O)n(C)c4ccccc4c3n2C)cc1OC,28,12,-12,-21,11,1,8,2,-3.8

Gathered by group, the entries above containing a furan ring, fused or not
SMILES,TAAR1 antag,CRFR2-BP antag,CHRM5 PAM,M1 PAM parental,CHRM5 antagonist,M4 PAM,TAAR1 agonist,M5 ag,CRFBP-R2 agonist
O=C(CNC(=O)[C@@H]1Cc2ccccc2CN1)NCc1ccco1,-22,10,-3,-13,17,-8,11,-1,-0.5
C/C(=N\Nc1ccccn1)c1ccc(S(=O)(=O)NCc2ccco2)cc1,20,-1,-13,-8,22,2,3,-4,-1.3
CC(CNC(=O)c1ccco1)NC(=O)c1ccco1 (stereo not drawn),-33,-2,4,13,7,-1,1,-1,-1.6
CCOc1ccc(CN2CCN(C(=O)c3ccco3)CC2)cc1,0,3,7,-2,0,-3,3,-6,0.8

Back to the main list, repeating the 3 entries before the break.
SMILES,TAAR1 antag,CRFR2-BP antag,CHRM5 PAM,M1 PAM parental,CHRM5 antagonist,M4 PAM,TAAR1 agonist,M5 ag,CRFBP-R2 agonist
O=C(CSc1nnc(CNC(=O)c2ccccc2F)o1)NCc1ccccc1,3,0,2,20,-1,1,5,-3,0.8
C=CCn1c(C)cc(C(=O)COC(=O)c2ccc3c(c2)NC(=O)CS3)c1C,40,-4,-10,8,7,-12,17,4,-0.3
COc1ccc(CCNC(=O)c2cc3c(=O)n(C)c4ccccc4c3n2C)cc1OC,28,12,-12,-21,11,1,8,2,-3.8
COc1ccc(S(=O)(=O)N2CCOC2CNC(=O)C(=O)NCCc2ccc(S(N)(=O)=O)cc2)cc1 (stereo not drawn),-7,2,3,0,-4,1,0,0,-1.6
COc1ccc(NC(=S)c2ccncc2)cc1,3,22,-1,4,0,4,41*,1,-1.1
CN1OC[C@@H]2CN3C(=O)N(c4ccccc4)c4ccccc4[C@@H]3C[C@@H]21,-2,.,0,2,-4,3,1,2,.
Nc1nnc(SCC(=O)c2ccc([N+](=O)[O-])cc2)s1,-17,12,6,21,6,-1,3,-4,0.3
O=S(=O)(Cc1ccccc1)Nc1ccc(S(=O)(=O)NCC2CCCO2)cc1 (stereo not drawn),0,4,-4,9,-5,0,7,3,1.5
O=C(Cn1cnc2ccccc2c1=O)Nc1ccc(N2CCOCC2)cc1,-29,-10,-3,11,2,-1,1,0,2.0
Cc1cccc(N2CC(O)(c3cccs3)[N+]3=C2CCCCC3)c1 (stereo not drawn),13,-7,-7,17,16,-16,-1,-19,1.9
CC1=CCC2C(=O)N(c3cccc(C(=O)Nc4ccccc4Cl)c3)C(=O)C2C1 (stereo not drawn),-6,-1,-1,-6,-10,-3,2,-2,-0.8
COc1ccc(CC(=O)NCCc2ccc(Cl)cc2Cl)cc1,0,-2,13,-1,4,10,4,-3,0.9
O=C(CN1CCN(Cc2ccc3c(c2)OCO3)CC1)N1CCc2[nH]c3ccc(F)cc3c2C1,8,21,-8,6,-2,-8,10,-4,-3.9
